Source: PubChem BioAssay
BRCT PPI green: BRCA1 BRCT-phosphoprotein interaction inhibition. BRCA1 BRCT-phosphopeptide binding, green fluorescence polarization. 75,000 compounds, 0.05% hits. Potency, µM (doses to about 76.9 µM), for inactives: top-dose activity change, negative = inhibition, actives largely listed as inhibitors. AID 875. P38398;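 further: potency means the concentration at half of the fitted maximal effect; plate controls were peptide without protein for full effect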
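Fluorescence polarization: His-tagged BRCT (~35 kDa BRCA1 C-terminus, 250 nM) bound to 100 nM fluorescein-labeled phosphorylated 10-aa BACH1 peptide, pH 7.3 phosphate buffer with DTT and Tween 20. Compounds incubated 12 min at room temperature; inhibition read as lowered polarization.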
DNA Pol III inh: DNA polymerase III holoenzyme inhibition. reconstituted DNA polymerase III holoenzyme replication, biochemical. Potency, µM (series often up to 57.1 µM), inactives show top-dose activity change, negative = inhibition. 71,000 compounds, 0.25% hits; further: potency means the concentration at half of the fitted maximal effect; on the % scale 0 is the no-effect control and ±100 the full control effect
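Reconstituted *E. coli* holoenzyme (0.35 nM Pol III, 1 nM beta, 154 nM SSB, 2 nM primase) was preincubated with compound for 15 min at RT. Synthesis on 1.4 nM ssM13Gori ran 35 min, then was stopped with PicoGreen/EDTA and read as dsDNA fluorescence.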
Casp7 inh: blocks human caspase-7 allosterically or competitively | AID 889 | Potency, µM (series often up to 57.5 µM), for inactives: at the highest dose activity change, negative = inhibition, most hits filed as inhibitors | 75,000 compounds, 0.02% hits | P55210 | recombinant caspase-7, Ac-DEVD-AFC fluorescence rate; active means well fitted inhibition curve with a large enough effect in the main read-out, with a control signal flat, not every such curve was filed as active; inconclusive means small, poorly fitted or top-dose-only effect, or a change in a side signal; further: potency means the concentration at half of the fitted maximal effect; % of control where 0% means no effect
Target sequence (P55210 24-198 limits assumed): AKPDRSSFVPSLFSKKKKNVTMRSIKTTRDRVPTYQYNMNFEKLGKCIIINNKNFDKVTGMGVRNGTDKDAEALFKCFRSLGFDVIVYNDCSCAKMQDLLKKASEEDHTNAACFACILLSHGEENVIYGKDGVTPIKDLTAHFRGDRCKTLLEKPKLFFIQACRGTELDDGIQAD
Target sequence (P55210 207-303 limits assumed): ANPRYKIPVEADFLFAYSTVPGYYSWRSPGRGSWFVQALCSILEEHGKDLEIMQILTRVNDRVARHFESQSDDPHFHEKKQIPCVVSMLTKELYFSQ
HADH2 inh: HADH2 (human) dehydrogenase inhibition. recombinant HADH2, NADH fluorescence, beta-hydroxybutyryl-CoA. Potency, µM (series often up to 57.1 µM), for inactives: at the top dose activity change, negative = inhibition, hits mostly inhibitors. 73,000 compounds, 3.4% hits. AID 886; further: potency means the concentration at half of the fitted maximal effect; on the % scale 0 is the no-effect control and ±100 the full control effect; nearly all actives have a fitted effect of over 60% in size; many of its hits are not listed in these tables
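NADH fluorescence (ex 360/em 450 nm) read every 30 s for 4 min; activity taken as last-minus-first time point difference. Enzyme 20 nM, NAD+ 1 mM, beta-hydroxybutyryl-CoA 90 uM, pH 9.0 Tris buffer.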
Casp1 inh: caspase-1 (human) inhibition, allosteric or competitive. P29466. Caspase-1 enzyme, Ac-WEHD-AFC fluorogenic rate. Potency, µM (highest dose often 57.5 µM), for the others: at the highest dose activity change, negative = inhibition, hits mostly inhibitors. 75,000 compounds, 0.03% hits;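 further: potency means the concentration at half of the fitted maximal effect; plate controls were vehicle for no effect and no substrate for full effect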
BRCT inh red: inhibitors of human BRCA1 BRCT-phosphoprotein interaction (red fluorophore) | BRCT-phosphopeptide binding, red fluorescence polarization | Potency, µM (series often up to 76.9 µM), for the others: at the top dose activity change, negative = inhibition, most hits filed as inhibitors | 75,000 compounds, 0.03% hits | AID 892; further: on the % scale 0 is the no-effect control and ±100 the full control effect
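Fluorescence polarization: 100 nM His-tagged BRCA1 BRCT with 100 nM TAMRA-labelled phospho-BACH1 decapeptide, phosphate buffer pH 7.3 with 150 mM NaCl, DTT, 0.01% Tween 20; 12 min RT. Binding inhibition seen as FP decrease.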
ALOX15 inhib: inhibitors of human 15-lipoxygenase (ALOX15) | P16050 | purified 15hLO-1, xylenol orange hydroperoxide absorbance | Potency, µM (titrated, usually from 57.1 µM), without a hit: top-dose activity change, negative = inhibition, actives largely listed as inhibitors | 74,000 compounds, 1.4% hits | AID 887; further: potency means the concentration at half of the fitted maximal effect; on the % scale 0 is the no-effect control and ±100 the full control effect; nearly all actives have a fitted effect of over 55% in size
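40 nM 15hLO-1 + cpd, 15 min RT; start w/ 50 uM AA (final), 6 min RT; stop/detect w/ 200 uM XO + 300 uM Fe(II) in 50 mM H2SO4, 30 min; A573/A405. Buffer 25 mM Hepes pH 7.5, 0.01% Triton X-100. No-enzyme wells as negative control.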
USP2a inh: blocks human ubiquitin-specific protease USP2a; USP2a enzymatic assay, qHTS inhibition; Potency, µM (top dose mostly 38.3 µM), without a hit: at the highest dose activity change, negative = inhibition, most hits filed as inhibitors; 60,000 compounds, 0.1% hits; AID 927;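 further: potency means the concentration at half of the fitted maximal effect; nearly all actives have a fitted effect of over 60% in size; plate controls were DMSO for no effect and NEM full inhibition control for full effect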
Target sequence (O75604 whole entry, looked up): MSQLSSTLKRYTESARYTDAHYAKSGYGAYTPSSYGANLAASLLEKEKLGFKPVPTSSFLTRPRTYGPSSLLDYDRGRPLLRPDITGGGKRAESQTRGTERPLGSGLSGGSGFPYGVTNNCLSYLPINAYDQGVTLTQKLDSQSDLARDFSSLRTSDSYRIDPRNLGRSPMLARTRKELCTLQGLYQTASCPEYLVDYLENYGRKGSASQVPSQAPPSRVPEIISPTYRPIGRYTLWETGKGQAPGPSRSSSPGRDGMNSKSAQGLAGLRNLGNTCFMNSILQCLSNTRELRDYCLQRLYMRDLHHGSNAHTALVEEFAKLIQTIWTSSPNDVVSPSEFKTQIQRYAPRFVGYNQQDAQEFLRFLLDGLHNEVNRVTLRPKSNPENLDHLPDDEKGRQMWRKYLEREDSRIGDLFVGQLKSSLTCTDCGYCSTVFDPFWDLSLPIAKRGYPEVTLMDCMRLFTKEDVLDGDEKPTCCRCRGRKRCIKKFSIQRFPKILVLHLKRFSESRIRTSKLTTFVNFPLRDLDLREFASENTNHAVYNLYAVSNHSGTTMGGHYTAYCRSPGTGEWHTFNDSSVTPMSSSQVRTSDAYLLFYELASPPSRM
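USP2 core (20 nM final) was preincubated with compound for 30 min at RT in 20 mM Tris-HCl pH 8.0, 2 mM CaCl2, 2 mM beta-mercaptoethanol; Ub-PLA2 (20 nM) plus NBD C6-HPC (20 uM) then added, fluorescence read after 2.5 h.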
Tau filament bind: binders of human tau filaments; P10636; recombinant tau filaments, thioflavin S fluorescence, 15 h; filaments grown with octadecylsulfate alongside compound; Potency, µM (doses to about 57.1 µM), for inactives: top-dose activity change, negative = inhibition; 71,000 compounds, 2% hits; AID 596;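 further: potency means the concentration at half of the fitted maximal effect; on the % scale 0 is the no-effect control and ±100 the full control effect; actives lower thioflavin S fluorescence by blocking filaments or displacing dye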
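Assay mix: 1 uM His-tagged tau, 30 uM sodium octadecylsulfate, thioflavine S dye in HEPES/NaCl/DTT buffer. Compound is added prior to the inducer. Fluorescence after 15 h at 37 C.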
Rhodamine fluor: compound fluoresces in the rhodamine spectral region; 59,000 compounds, 0.05% hits; max dye-equivalent concentration, M; AID 594; Rhodamine-region fluorescence, 547/598 nm, Tris buffer; active compounds read high; in the data active means max dye-equivalent concentration above about 11 nM; inconclusive means between about 1.1 nM and that limit
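A six-point rhodamine series on each plate calibrates the signal. Compounds sit in 100 mM Tris (pH 8.0) for 15 min at ambient temperature before imaging through 547 nm/598 nm filters.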
HEK293 cAMP cs: raises cAMP in parental HEK293 cells, TSHR agonist counter-screen; parental HEK293 CNG cAMP sensor, membrane potential fluorescence; Potency, µM (highest dose often 57.1 µM), for inactives: at the top dose activation, actives largely listed as activators; 73,000 compounds, 2.5% hits; further: potency means the concentration at half of the fitted maximal effect; % of control where 0% means no effect; nearly all actives have a fitted effect of over 55% in size
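Parental HEK 293 cells stably expressing a cAMP-gated CNG channel were loaded with membrane potential dye containing 100 uM RO 20-1724 for 60 min. Compound added for 30 min; depolarization read as fluorescence intensity at 590 nm.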
The depositor's hits bear a star; i = inactive; u = inconclusive; x = no result given; [ ] = dose if it differs, or a comment. Unless noted, the call rests on the fitted dose curve; in most records, active means well fitted curve in the direction sought with a large enough effect; inconclusive means small, poorly fitted or top-dose-only effect, or another doubt; inactive means no such curve, though single readings can be large; an effect the other way counts as inactive or inconclusive.

Below each compound: BRCT PPI green | DNA Pol III inh | Casp7 inh | HADH2 inh | Casp1 inh | BRCT inh red | ALOX15 inhib | USP2a inh | Tau filament bind | Rhodamine fluor | HEK293 cAMP cs
(1) COC(=O)c1nc2n(n1)C(c1ccc(OC)c(OC)c1OC)C1=C(CCCC1=O)N2 (stereo not drawn)
→ -1.1% | -4.6% | 0.3% | -3.3% | -1.6% | -1.1% | 6.9% | 1.9% | -4.4% | i | 0.6%
(2) O/N=C1\CC2(Cc3nonc31)OCCO2
→ -7.4% | -3.4% | 0.4% | 5.0% | -0.4% | -1.1% | 8.1% | -8.2% | 6.3% | i | 7.2%
(3) O=C(CN1CCN(Cc2ccccc2F)C1=O)NCc1cccnc1
→ -1.5% | -3.9% | -0.6% | 2.6% | -2.6% | -0.5% | 7.5% | x | -7.2% | x | 9.2%
(4) Cc1nn(Cc2ccccc2)c(C)c1NC(=O)c1cc(-c2ccc3c(c2)OCO3)on1
→ 7.3% | 6.8% | -0.7% | 6.7% | -1.1% | -1.1% | -19.0% | 9.8% | 140.4% | i | 12.8%
(5) Cc1ccc(S(=O)(=O)NCc2csc(C)n2)c(C)c1
→ -1.0% | 0.3% | 1.7% | -20.4% | 1.5% | -1.7% | -0.3% | 4.9% | -0.4% | i | 0.2%
(6) O=c1oc2ccccc2c(O)c1/C=N/c1ccccn1
→ -3.5% | 7.2% | -0.8% | -8.9% | -2.2% | 1.4% | 20.7% | -2.4% | 2.8% | i | 0.3%
(7) Cc1cccc(Cl)c1OCCCCn1ccnc1
→ -2.3% | 0.8% | -0.3% | 5.6% | -0.6% | -0.2% | 14.4% | 0.3% | -10.7% | i | 11.0%
(8) Cc1c(NC(=O)c2c(F)cccc2F)c(=O)n(-c2ccccc2)n1C
→ -1.2% | -6.3% | 0.4% | 2.7% | 0.2% | 0.1% | 3.0% | -7.4% | -0.4% | i | -1.8%
(9) N#CCSc1nnc(COc2cccc3ccccc23)n1-c1ccccc1
→ -2.6% | 2.2% | -10.2% | -4.2% | -4.3% | -4.3% | -17.9% | -18.7% | 290.6% | i | 12.6µM*
(10) COC(=O)c1oc2ccc(Br)cc2c1-n1cccc1
→ -1.9% | 1.5% | -0.6% | 2.5% | -3.0% | -0.9% | -4.2% | x | 12.1% | i | 31.6µM*
(11) O=C(CCCCCC(=O)N(CCO)CCO)N(CCO)CCO
→ -0.1% | 0.6% | 0.8% | 15.6% | -1.8% | -1.1% | 14.5% | x | 1.7% | i | 12.0%
(12) CCOC(=O)c1ccccc1NC1CC(=O)N(c2ccccc2C)C1=O (stereo not drawn)
→ -1.1% | 0.6% | -3.4% | 195.9%[activator] | -1.9% | -2.0% | -8.1% | 20.9% | 4.3% | i | 4.0%
(13) Cc1ccc(NC2c3ncccc3C(=O)N2c2ccccc2C)cc1C (stereo not drawn)
→ -2.0% | -0.8% | -6.2% | u | -4.0% | -0.8% | 25.1µM* | -13.2% | u | i | 2.9%
(14) COc1cc(NC(=O)COc2ccc(-n3cnnn3)cc2)c(OC)cc1Cl
→ -1.2% | -3.1% | -5.6% | 0.5% | 1.0% | -0.5% | -4.6% | 20.0% | 33.8% | x | -3.1%
(15) CCOc1ccc2[nH]c(C)c(CN(C)C)c(=O)c2c1
→ -2.3% | -3.7%[11.4 µM] | 0.0% | 28.4%[11.4 µM] | -2.6% | 0.1% | -2.1%[11.4 µM] | -2.8%[7.66 µM] | 0.4%[11.4 µM] | x | -2.4%[11.4 µM]
(16) C=CCSC1=C(C#N)C(c2ccccc2OCC)C(C#N)C(=O)N1 (stereo not drawn)
→ -6.0% | -1.3% | -0.4% | u | -2.8% | 0.2% | u | -7.0% | -6.4% | i | 19.1%
(17) Cc1cc(C(C)(C)C)c(O)c(C(C)(C)C)c1
→ -2.4% | 2.4% | 1.0% | 5.8% | 0.8% | 2.8% | 7.3% | -8.8% | 90.0% | x | 6.2%
(18) NC(=O)CSc1nnc(-c2ccoc2)o1
→ -1.6% | -1.6% | 0.7% | 2.2% | 0.4% | 1.2% | 6.0% | -1.2% | 8.4% | i | 3.8%
(19) O=S(=O)(NCC1CCCO1)c1ccc(Cl)c(C(F)(F)F)c1 (stereo not drawn)
→ -2.0% | 12.1% | -0.5% | 14.5% | -1.4% | 1.2% | 2.4% | -1.7% | -22.3% | i | 0.7%
(20) COc1ccc(CNC2=CC(=O)CC(C)(C)C2)cc1
→ -4.8% | -6.7% | -8.4% | 3.9% | -1.1% | 1.1% | 8.6% | -3.4% | 8.0% | x | 9.0%

Some values from above:
Result for `O=S(=O)(NCC1CCCO1)c1ccc(Cl)c(C(F)(F)F)c1` (stereo not drawn) under Tau filament bind: -22.3%
Result for `O=c1oc2ccccc2c(O)c1/C=N/c1ccccn1` under HADH2 inh: -8.9%

Returning to the listing, starting 2 compounds before the break.
Below each compound: BRCT PPI green | DNA Pol III inh | Casp7 inh | HADH2 inh | Casp1 inh | BRCT inh red | ALOX15 inhib | USP2a inh | Tau filament bind | Rhodamine fluor | HEK293 cAMP cs
(19) O=S(=O)(NCC1CCCO1)c1ccc(Cl)c(C(F)(F)F)c1 (stereo not drawn)
→ -2.0% | 12.1% | -0.5% | 14.5% | -1.4% | 1.2% | 2.4% | -1.7% | -22.3% | i | 0.7%
(20) COc1ccc(CNC2=CC(=O)CC(C)(C)C2)cc1
→ -4.8% | -6.7% | -8.4% | 3.9% | -1.1% | 1.1% | 8.6% | -3.4% | 8.0% | x | 9.0%
(21) Cn1c(=O)c2c(O)cc(=O)[nH]c2n(-c2ccccc2)c1=O
→ 0.8% | 0.6% | 1.1% | 0.1% | 1.2% | -1.2% | 4.9% | -1.6% | 61.0% | i | 0.8%
(22) O=C(Oc1ccccc1)N1CCC2(CCCN(c3cccc(-c4ccccc4)c3)C2)CC1
→ 5.5% | -3.3% | -1.5% | 6.9% | -8.9% | -2.8% | -5.5% | 145.4%[activator] | 0.0% | i | u
(23) CCc1ccc(NC(=O)c2cc(CC(C)C)on2)cc1
→ -1.1% | -0.1% | -0.5% | 14.2% | 0.2% | 0.0% | -2.0% | x | -3.6% | x | 6.4%
(24) O=C(O)/C=C\[C@H](O)c1ccc(Cl)cc1
→ -1.5% | -2.7% | -0.3% | -28.6% | 1.5% | 1.0% | u | 1.2% | 3.0% | i | u
(25) Cn1c(=O)oc2cc(S(=O)(=O)N3CCCC(C(=O)NCc4cccs4)C3)ccc21 (stereo not drawn)
→ -2.2% | -1.5% | -0.6% | 13.1% | 0.9% | 0.1% | 11.5% | x | 71.4% | x | -1.5%
(26) COc1ccc(C2C(C(=O)O)CC(=O)N2C2CCCCC2)cc1 (stereo not drawn)
→ -0.7% | -7.2% | 0.8% | 2.7% | -0.2% | -1.3% | 1.4% | -1.0% | -1.6% | i | 1.4%
(27) N#CC1=C(N)OC(c2ccccc2)=C(C#N)C1c1ccc2c(c1)OCO2 (stereo not drawn)
→ 30.3%[activator] | -4.2% | -6.1% | 20µM* | -7.4% | 3.5% | 31.6µM* | 42.7%[activator] | -23.5% | i | 25.1%
(28) CC(C)(C)Nc1ncnc2c1cnn2-c1ccccc1
→ 0.2% | -2.5% | 0.0% | -2.7% | -1.6% | -5.3% | -4.8% | x | -5.5% | x | 1.3%
(29) CCC(C)c1ccc2oc(-c3ccc(NC(=O)Cn4cnc5c(=O)n(C)c(=O)n(C)c54)cc3)nc2c1 (stereo not drawn)
→ -0.7% | 0.2% | -1.3% | u | 1.3% | 0.4% | -5.3% | 46.6%[activator] | 190.1% | i | -1.1%
(30) CC(C)C1N(C(=O)CN2CCCC2)CCN1S(=O)(=O)c1ccccc1 (stereo not drawn)
→ -0.1% | x | -1.0% | 1.2% | -3.3% | 0.8% | 2.8% | x | x | x | 4.6%

An excerpt; rates above refer to the full screens.
